Screening results (PubChem BioAssay)
K1F lysis inhibition – inhibition of K1F phage lysis, E. coli UTI89, bacterial capsule biogenesis inhibitors, alamar blue (AID 488966). inhibition, % at 100 µM, or IC50 in µM where a hit was titrated. E. coli UTI89 K1F phage lysis, alamar blue, 2 h; higher % means a stronger effect. 340,000 compounds, 0.02% hits;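 active = phage lysis inhibition, versus mean bacterial control, above a set limit; inconclusive = no clear call, values can overlap the other calls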;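 also: capsule biogenesis inhibitors block K1F phage lysis so surviving cells raise fluorescence; higher fluorescence means more inhibition of phage lysis; actives were called in the ten point dose series up to 300 µM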
T cell modulator – T cell immune modulation candidate | 2C CD8+ T cell-vesicle binding, flow cytometry; stronger effect = lower value | calls only at 7 µM | 330,000 compounds, 0.068% hits | AID 2052;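 active = response, share of CD8 T cells binding vesicles, and their 90th percentile fluorescence all below set limits, cut at about 80% in these data, passing the limit was not always enough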
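Material: murine 2C transgenic CD8+ T lymphocytes / Also added: QL9-peptide-loaded Drosophila micro-vesicles bearing Ld, ICAM-1 and B7-1 / Schedule: binding step 1.5 h, 37 °C, antibody labelling 20 min, ice / Signal: flow cytometry, PE anti-B7-1 (FL2) versus Alexa647 anti-CD8 (FL8), PFA-fixed / Evaluation: percent CD8+ FL2 mean versus row control / Benchmarks: naked versus QL9-loaded vesicles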
Myeloid diff 2 – myeloid differentiation induction. ER-HoxA9 myeloid progenitors, lysozyme-GFP differentiation, flow cytometry. calls only at 10 µM. 360,000 compounds, 1% hits. AID 624256;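 active = normalized GFP-positive differentiation at or above the plate's own cutoff, the solvent-only control mean plus 3 SD; inconclusive = no clear call, values can overlap the other calls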;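 also: cells exposed to compound for four days before flow analysis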
Large T inhibition – SV40 large T antigen inhibitors, biochemical (AID 1903); SV40 large T antigen ATPase/helicase inhibition assay; higher % means a stronger effect; inhibition, % at 20 µM, or IC50 in µM where a hit was titrated; 310,000 compounds, 0.39% hits; in the data active = a potency from the dose series; inconclusive = inhibition mostly from about 32% at the one dose, without a potency; inactive = the rest, 99 in 100 with inhibition below about 32%; also: strong numbers were not always called active
MgcRacGAP inhibition – MgcRacGAP GTPase-activating activity inhibitors, confirmation, biochemical, ADP Hunter fluorescence; 340,000 compounds, 0.6% hits; AID 624330; one-dose inhibition, % at 30 µM; IC50 in µM for titrated hits; MgcRacGAP-stimulated Rac1 GTP hydrolysis, ADP Hunter fluorescence; higher % means a stronger effect; GST-tagged Rac1 F28L mutant substrate;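 active = first-screen hits whose inhibition reached a set limit at any dose in the follow-up dose series; inconclusive = inhibition above the set first-screen limit but never retested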;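 also: fluorescence reports GDP produced by GAP-driven GTP hydrolysis; strong numbers were not always called active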
NTR1 ag – agonists of NTR1, primary screen, imaging, U2OS cells, beta-arrestin-GFP, high content (AID 493036); P30989; 330,000 compounds, 0.17% hits; activation, % at 20 µM; NTR1-U2OS beta-arrestin-GFP spot imaging, agonist mode;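 active = activation at or above 40% of the spot to cytoplasm intensity ratio, with at least 20 cells analyzed; inconclusive = wells under 20 cells, flagged as cytotoxic or low count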;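 also: 0% = DMSO without peptide and 100% = 100 nM NTR1 peptide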
Target sequence (P30989 whole entry, looked up): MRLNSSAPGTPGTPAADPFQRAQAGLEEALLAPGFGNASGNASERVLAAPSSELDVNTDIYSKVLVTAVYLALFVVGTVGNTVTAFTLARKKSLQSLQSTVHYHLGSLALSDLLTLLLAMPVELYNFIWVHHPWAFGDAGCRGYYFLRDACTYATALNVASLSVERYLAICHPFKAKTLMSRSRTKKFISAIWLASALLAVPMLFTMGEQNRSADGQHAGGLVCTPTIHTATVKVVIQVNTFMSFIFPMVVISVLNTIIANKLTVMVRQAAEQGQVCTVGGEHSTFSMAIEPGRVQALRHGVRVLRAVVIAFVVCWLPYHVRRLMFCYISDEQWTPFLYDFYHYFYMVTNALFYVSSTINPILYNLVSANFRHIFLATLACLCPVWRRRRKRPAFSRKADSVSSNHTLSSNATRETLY
RSV CPE inhibition – RSV antiviral activity via CPE protection, HEp-2 cells, primary 10 µM value included (AID 2391) | HEp-2 cells, RSV-induced CPE inhibition; higher % means a stronger effect | CPE inhibition, % at 10 µM, or IC50 in µM where a hit was titrated | 310,000 compounds, 0.13% hits; in the data active = a potency from the dose series; inconclusive = CPE inhibition mostly from about 23% at the one dose, without a potency; inactive = the rest, 99 in 100 with CPE inhibition below about 21%; also: strong numbers were not always called active
PhoP inhibition – inhibitors of PhoP regulon expression, primary screen, Salmonella Typhimurium, GFP reporter (AID 1863). S. Typhimurium PhoP-regulated promoter GFP reporter, 4 h; higher % means a stronger effect. 300,000 compounds, 0.16% hits. inhibition, % at 50 µM, or IC50 in µM where a hit was titrated;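 active = inhibition over 29.93%, a cutoff 3 SD above the screen mean, later confirmed by dose response; inconclusive = inhibition over 29.93% but no dose response follow-up; inactive = inhibition at most 29.93% or unconfirmed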;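 also: 0% = low Mg2+ inducing control and 100% = high Mg2+ repressing control; strong numbers were not always called active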
TNAP activation fold – stimulation of alkaline phosphatase TNAP activity – biochemical, luminescent, no phosphate acceptor, uHTS, primary screen (AID 1001). purified TNAP, luminescent activation assay, no phosphate acceptor; higher activation fold means a stronger effect. one-dose activation fold at 20 µM; EC50 in µM for titrated hits. 200,000 compounds, 0.03% hits; in the data active = activation fold from about 3, or a potency from the dose series; inactive = the rest, 99 in 100 with activation fold below about 1.6; also: many of its hits are not listed in these tables
T cell modulator vesicle-bound % – also measured in T cell modulator; calls as there; double positive events, %; measured here: CD8+ vesicle-bound cell fraction;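 binding gate set so that unloaded-vesicle control wells show 10% double positive cells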
NTR1 ag cell count 20 µM – recorded beside NTR1 ag, whose call it bears; cell count; measured here: cell count, cytotoxicity flag
Myeloid diff 2 GFP+ MAC1+ % – also measured in Myeloid diff 2; calls as there; GFP+ MAC1+ double positive, %; measured here: differentiation confirmed by MAC1 staining
The depositor's hits bear a star; i = inactive; ? = inconclusive; . = not tested or not shown; [ ] = dose if it differs, or a comment.

mol,K1F lysis inhibition,T cell modulator,T cell modulator vesicle-bound %,Myeloid diff 2,Myeloid diff 2 GFP+ MAC1+ %,Large T inhibition,MgcRacGAP inhibition,NTR1 ag,NTR1 ag cell count 20 µM,RSV CPE inhibition,PhoP inhibition,TNAP activation fold
Cc1n[nH]c(=O)n1-c1cccc(C(F)(F)F)c1,0.1%,i,24,i,1.0,3%,-1%,-0.4,81,2.4%,4%,1
CCCN(CCC)CCNC(=O)C1CCN(Cc2nc(-c3ccc(Cl)cc3)oc2C)CC1,1.1%,i,28,i,2.8,30%,10%,-0.7,78,14%,15%,1
O=C1CC(C(F)(F)C(F)(F)C(F)(F)C(F)F)=Nc2ccccc2N1,1.8%,i,34,i,1.6,1%,4%,0.1,59,0.4%,-2%,0.9
COc1ccc(C(=O)Nc2ccccc2NC(=O)c2ccc(OC)cc2)cc1,0.3%,i,53,i,0.5,9%,10%,0.2,52,1.6%,.,.
OC(COc1ccc(CNCCc2ccccc2F)cc1)CN1CCCCC1 (stereo not given),0.0%,i,49,i,1.0,6%,4%,-0.4,41,-2.9%,13%,1
CN1CCN(c2cnn(-c3ccccc3)c(=O)c2Br)CC1,0.5%,i,27,i,0.5,16%,2%,-1.3,41,-1.3%,-2%,1
O=C1c2ccccc2C(=O)N1CCn1ccnc1,0.4%,i,56,i,0.2,3%,19%,1.0,61,1.1%,-3%,.
COCc1cc(SC2CCCCC2)nc(C)n1,2.7%,i,17,i,0.7,10%,1%,0.5,51,0.3%,-7%,1.1
CCOC(=O)c1cc2c(=O)n3ccccc3nc2n(C(C)C)c1=NC(=O)c1ccncc1,-0.2%,i,11,i,0.7,1%,8%,-0.1,75,0.6%,15%,1.1
CC1CCN(C(=O)CSCC(=O)Nc2nc(-c3cccs3)cs2)CC1,5.1%,i,21,i,4.1,7%,10%,1.6,40,1.1%,1%,1.1
Cc1ccc(CN(CC(=O)NCCc2ccccc2)C(=O)c2csnn2)cc1,-0.3%,i,4,i,3.5,6%,4%,-2.9,41,1.0%,5%,.
Nc1nonc1-c1nc2ccccc2n1CC(=O)N1CCCCC1,-0.3%,i,32,i,1.6,18%,3%,-1.7,41,0.9%,26%,1.1
O=C(CN(C(=O)Cn1nnc(-c2ccc(F)cc2)n1)c1cccc(F)c1)NC1CCCC1,0.7%,i,28,i,6.0,10%,4%,0.4,53,1.6%,-3%,.
CN(C)c1ccc(CNc2ncnc3sccc23)cc1,0.2%,i,10,i,7.8,12%,4%,2.1,51,1.2%,17%,.
COc1ccc(N2CCN(C(=O)c3ccc(OCc4c(C)noc4C)c(OC)c3)CC2)cc1,0.3%,i,24,i,1.2,28%,13%,-0.3,39,5.1%,6%,1.1
Cc1ccc(C(=O)NN(C)c2nc3ccccc3nc2C(F)(F)F)cc1,0.5%,i,40,?,.,9%,7%,-0.8,60,0.4%,-2%,1.1
Cc1ccc(NC(=O)Cc2nc(COC(=O)Cc3cccc(C(F)(F)F)c3)cs2)cc1,-0.1%[50 µM],.,.,i,0.7,.,3%,0.6,49,.,.,.
COc1cc(CNCc2ccco2)cc(OC)c1O,0.4%,i,33,i,0.2,12%,7%,-0.2,67,0.0%,7%,.
CCn1nc(NS(=O)(=O)c2ccc([N+](=O)[O-])cc2)c2cc3ccccc3nc21,-0.5%,i,52,i,1.9,11%,10%,-0.3,65,1.1%,0%,.
CC(=O)Nc1cccc(NC(=O)C2CCCN2C(=O)Nc2ccc(Cl)cc2)c1 (stereo not given),0.3%,i,27,i,0.7,3%,6%,-1.2,90,2.0%,-1%,1.1
CC(C)CN(C(=O)COC(=O)c1cncc(Br)c1)c1c(N)n(Cc2ccccc2)c(=O)[nH]c1=O,0.1%,i,56,i,0.6,5%,9%,0.2,59,-0.7%,8%,.
COc1ccccc1NC(=O)CSc1nnc(COc2ccc(Cl)cc2)o1,-0.2%,i,23,i,1.3,21%,8%,-0.2,39,2.1%,3%,.
COc1cc(CC2C(=O)Nc3ccccc32)cc(C)c1O (stereo not given),0.1%,i,36,i,0.5,16%,11%,3.5,70,6.4%,6%,.
COCC(=O)Nc1ccc(C(C)C)cc1,0.4%,i,45,i,4.3,5%,4%,-0.9,49,1.3%,3%,1.1
COCCOC(=O)C1=C(C)NC2=C(C(=O)CC(C)(C)C2)C1c1ccc(N(C)C)cc1 (stereo not given),2.4%,i,38,i,8.2,-1%,-4%,-0.1,45,3.6%,-7%,1.1
CC(C)CC(=O)N1CCN(S(=O)(=O)c2ccc3ccccc3c2)CC1,0.5%,i,13,i,2.9,12%,11%,0.8,78,6.4%,9%,1.1
COc1cc(CN(C(=S)NCC(=O)NC2CCCC2)C2CCCC2)cc(OC)c1OC,0.3%,i,56,i,0.8,11%,8%,2.8,54,1.5%,9%,1.1
O=C(/C=C/c1ccco1)Nc1ccc2c(c1)OCO2,0.3%,i,34,i,0.3,18%,7%,-0.7,53,-0.4%,7%,1.1
CCCCCC1CCC(c2ccc(C(N)=O)cc2)CC1 (stereo not given),1.3%,i,60,i,1.4,15%,6%,1.2,43,3.0%,6%,1.1
Cc1ccc[n+](CC(=O)c2ccc(Cl)cc2)c1,0.0%,i,52,i,0.2,-2%,6%,0.7,52,-0.8%,12%,.

Quoted from the listing.
COc1ccccc1NC(=O)CSc1nnc(COc2ccc(Cl)cc2)o1 in K1F lysis inhibition is entered as -0.2%
O=C(CN(C(=O)Cn1nnc(-c2ccc(F)cc2)n1)c1cccc(F)c1)NC1CCCC1 in Myeloid diff 2 GFP+ MAC1+ % is entered as 6.0

Remaining list, next part
mol,K1F lysis inhibition,T cell modulator,T cell modulator vesicle-bound %,Myeloid diff 2,Myeloid diff 2 GFP+ MAC1+ %,Large T inhibition,MgcRacGAP inhibition,NTR1 ag,NTR1 ag cell count 20 µM,RSV CPE inhibition,PhoP inhibition,TNAP activation fold
Cc1ccc(CNC(=O)CCn2c(=O)oc3ccccc32)cc1,0.1%,i,47,i,0.0,6%,6%,-2.0,64,-0.7%,-9%,.
O=C(Nc1cccc(Cl)c1)N(CCN1CCOCC1)Cc1cccc(Cl)c1,0.3%,i,18,i,7.4,-2%,5%,2.2,42,5.3%,3%,1
CCOc1ccccc1N1CCN(C(=O)C2=CC=CN3CCS(=O)(=O)N=C23)CC1,1.0%[50 µM],i,8,i,0.7,.,2%,3.1,71,0.1%,.,.
CCOc1ccc(NC(=O)CN2C(=O)NC3(CCCC3)C2=O)cc1S(=O)(=O)N1CCCCC1,0.3%[50 µM],i,16,i,0.8,.,5%,-1.7,91,1.2%,.,.
O=C1C=C(Nc2cccc3cccnc23)c2ccccc2C1=O,-1.3%,i,48,i,0.3,1%,3%,4.4,52,-0.8%,6%,.
COc1ccc(/C=C(/C(=O)NCc2ccccc2)c2ccccc2)cc1,-0.2%,i,53,i,0.4,12%,7%,3.0,69,1.7%,8%,1.2
CC[N+](CC)(CCO)CCCN1C(=O)C2CC=C(Cl)CC2C1=O (stereo not given),0.1%,i,34,i,0.2,1%,9%,6.1,44,0.6%,7%,1.1
O=C(O)C1CCCCC1C(=O)Nc1ccccc1Nc1ccccc1 (stereo not given),-0.2%,i,53,i,0.9,21%,-2%,0.7,54,0.0%,10%,1.1
Cc1nn(-c2ccccc2)c(C)c1NC(=O)COc1cc(F)ccc1[N+](=O)[O-],0.6%[50 µM],i,51,i,0.6,.,3%,-0.4,53,.,.,.
Cc1cccc(NC(=O)c2cc(-c3ccco3)nc3ccccc23)n1,-0.8%,i,45,i,1.2,3%,6%,0.7,49,-1.3%,-8%,1.1
CN(C)CCCNC(=O)COc1ccc(Br)cc1Cl,6.1%,i,51,i,0.4,12%,8%,-1.0,38,-0.7%,-7%,1.1
O=C(O)C1Sc2[nH]c(=O)sc2C2c3cc(Cl)ccc3OC(=O)C12 (stereo not given),0.7%,i,49,i,1.1,17%,10%,-0.1,82,1.2%,-17%,0.8
COC(=O)CCC(NC(=O)OCc1ccccc1)C(=O)NC(CC(C)C)C(=O)OC (stereo not given),0.1%,i,41,i,1.8,4%,10%,5.1,67,1.8%,0%,1
COc1ccc(N(CC(=O)Nc2cccc(OC)c2)S(=O)(=O)c2c(C)nn(C)c2C)cc1,11%,i,57,i,2.0,7%,-1%,0.6,66,2.4%,-7%,1
Cc1cc(/C=N/Nc2nc(N)ncc2[N+](=O)[O-])c(C)n1-c1ccccc1F,.,i,17,.,.,13%,.,6.9,49,2.0%,1%,.
COc1ccccc1C(=O)Nc1sc2c(c1C#N)CCC2,0.3%,i,23,i,0.9,-5%,16%,1.1,63,0.1%,-4%,.
C=CCN(C(=O)CCC(=O)Nc1cc(C)on1)C(C(=O)NC(C)(C)C)c1cccc(OC)c1OC (stereo not given),1.3%,i,40,i,0.8,2%,7%,-1.1,101,-0.1%,-4%,1
CCc1ccc(CNC(=O)Cn2nc(-c3ccc(C)cc3)ccc2=O)cc1,-0.5%[50 µM],i,49,.,.,10%,.,0.9,52,-0.3%,5%,1.1
O=C(N/C(=C/c1cccnc1)C(=O)N1CCOCC1)c1ccccc1F,0.4%,i,30,i,0.6,14%,5%,1.8,54,0.6%,-11%,.
C[C@H]1[C@H](C)CC[C@]2(C)CC[C@]3(C)C(=CC[C@@H]4[C@@]5(C)CC[C@@H](O)[C@](C)(C(=O)O)[C@@H]5CC[C@]43C)[C@H]12,.,i,24,.,.,19%,.,.,.,-2.5%,-2%,.
CC(C)NC(=O)c1ccc(-c2ccccc2C(F)(F)F)o1,6.1%,i,14,i,5.0,19%,3%,1.3,55,8.7%,-5%,1.1
Cc1ccc(/C=N/Nc2nncc(-c3ccccc3)n2)o1,.,i,20,i,0.6,9%,.,-1.2,45,4.7%,-5%,1.1
